PKA-R2B activ: activators of human PKA-R2B complex; 340,000 tested, 0.079% active; activation, % at 11.4 µM; PKA-R2B holoenzyme dissociation, Cy5-IP20 fluorescence polarization; R2B truncated from residue 108, S112A mutant; 0% DMSO only, 100% 113 µM cGMP; P22694+P31323; AID 504700;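 active means activation above a cutoff set at the mean over all compounds plus 3 SD, cut at about 18% in these data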;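 further: higher means more holoenzyme dissociation and a rise in polarization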
V-ATPase pH: regulators of yeast V-ATPase proton transport; S. cerevisiae, pHLuorin cytosolic pH fluorescence; response, % at 10 µM; 350,000 tested, 0.37% active; AID 504577; in the data active means response mostly above about 7.3%, no sharp cut-off; inactive means mostly below about 5.4%; further: actives read high; inactives centre near 0; some compounds called inactive have numbers as strong as hits; reference of the scale not given here
OPRM1-OPRD1 inv: mu-delta opioid heterodimer inverse agonism; P35372+P41143; cell-based MOR-DOR heterodimer luminescence; inhibition, % at 9.3 µM; 340,000 tested, 0.21% active; AID 504357; in the data active means inhibition above about 22%, passing the limit was not always enough;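 further: 0% = cells with DMSO and 100% = wells without cells with DMSO; values of inactives mirror those of a sister screen read the other way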
Pemphigus Ab inh: blocks pemphigus antibody binding to human desmoglein-3. P32926. DSG3-coupled beads, scFv-anti-DSG3-GFP binding, flow cytometry; hits give low values. binding (percent of control), % at 10 µM. 310,000 tested, 0.48% active. AID 588358;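 active means binding more than 3 SD below its plate's average and above zero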;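 further: hits lower antibody fragment binding to DSG3; some compounds called inactive have numbers as strong as hits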
HTR5A ag ctr: counter-screen for OPRM1-OPRD1 agonists: human HTR5A agonism; P47898; HTR5A agonist assay, luminescence, cell-based; activation, % at 9.3 µM; 340,000 tested, 0.61% active; in the data active means activation mostly above about 9.5%, no sharp cut-off; inactive means mostly below about 7.6%;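 further: 0% = cells with vehicle only and 100% = reference agonist; strong numbers were not always called active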
Target sequence (P47898 whole entry, looked up): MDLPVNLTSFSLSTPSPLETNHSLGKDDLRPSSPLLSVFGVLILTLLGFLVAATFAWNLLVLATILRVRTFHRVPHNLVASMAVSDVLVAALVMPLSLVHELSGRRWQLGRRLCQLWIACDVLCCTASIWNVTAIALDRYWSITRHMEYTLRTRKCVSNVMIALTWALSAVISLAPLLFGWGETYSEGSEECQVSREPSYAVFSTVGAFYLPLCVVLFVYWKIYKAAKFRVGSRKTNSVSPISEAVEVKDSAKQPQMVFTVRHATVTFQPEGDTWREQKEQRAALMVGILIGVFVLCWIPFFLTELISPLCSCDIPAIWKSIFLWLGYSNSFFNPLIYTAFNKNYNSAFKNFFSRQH
Arrestin-AP2 inh: human beta-arrestin and AP2 interaction inhibition; FITC-arrestin peptide / GST-AP2 beads, flow cytometry; AP2 beta2 appendage carries R879A mutation; inhibition, % at 10 µM; 340,000 tested, 0.31% active; AID 504490;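 active means inhibition above a set limit, near 3 SD of compounds lacking own fluorescence, cut at about 54% in these data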;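 further: plate controls were DMSO wells for no effect and 5 µM unlabelled arrestin peptide for full effect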
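Measured by: flow cytometry, FL1 (488/535 nm); Material: AP2 appendage R879A on GSH beads; Evaluation: percent response; Timing: pre-incubation 12 min, peptide binding 1 h, room temperature; Also added: 50 nM FITC-arrestin peptide; Medium: PBS with 0.05% Tween 20 and 0.1% BSA.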
OPRM1-OPRD1 ag: OPRM1-OPRD1 heterodimerization agonism; activation, % at 9.3 µM; AID 504326; P35372+P41143; 340,000 tested, 0.3% active; cells, luminescence; in the data active means activation above about 18%;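 further: 0% = vehicle-treated cells and 100% = reference agonist; values of inactives mirror those of a sister screen read the other way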
HTR5A inv ctr: HTR5A inverse agonism, opioid heterodimer counter-screen; P47898; HTR5A cell line, luminescence; inhibition, % at 9.3 µM; 340,000 tested, 0.083% active; in the data active means inhibition mostly above about 23%, no sharp cut-off; inactive means mostly below about 18%;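 further: 0% = cells with DMSO and 100% = no-cell wells with DMSO; some compounds called inactive have numbers as strong as hits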
PKA-R1A act: activators of PKA-R1A complex | PKA-R1A dissociation, Cy5-IP20 fluorescence polarization; scaled: DMSO 0%, 113 µM cGMP 100% | activation, % at 11.4 µM | P00514+P68181 | 340,000 tested, 0.083% active;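 active means percent activation above the mean of all tested compounds plus 3 SD, cut at about 19% in these data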;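 further: higher means more PKAc released from R1A so a rise in polarization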
DAGLB inh: blocks human DAGLB lipase activity; HEK293T DAGLB membrane lysate, EnzChek fluorogenic substrate; 340,000 tested, 0.059% active; AID 504411; Q8NCG7; inhibition, % at 5.17 µM; in the data active means inhibition above about 34%;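 further: 0% = enzyme with vehicle and 100% = wells lacking enzyme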
Target sequence (Q8NCG7 whole entry, looked up): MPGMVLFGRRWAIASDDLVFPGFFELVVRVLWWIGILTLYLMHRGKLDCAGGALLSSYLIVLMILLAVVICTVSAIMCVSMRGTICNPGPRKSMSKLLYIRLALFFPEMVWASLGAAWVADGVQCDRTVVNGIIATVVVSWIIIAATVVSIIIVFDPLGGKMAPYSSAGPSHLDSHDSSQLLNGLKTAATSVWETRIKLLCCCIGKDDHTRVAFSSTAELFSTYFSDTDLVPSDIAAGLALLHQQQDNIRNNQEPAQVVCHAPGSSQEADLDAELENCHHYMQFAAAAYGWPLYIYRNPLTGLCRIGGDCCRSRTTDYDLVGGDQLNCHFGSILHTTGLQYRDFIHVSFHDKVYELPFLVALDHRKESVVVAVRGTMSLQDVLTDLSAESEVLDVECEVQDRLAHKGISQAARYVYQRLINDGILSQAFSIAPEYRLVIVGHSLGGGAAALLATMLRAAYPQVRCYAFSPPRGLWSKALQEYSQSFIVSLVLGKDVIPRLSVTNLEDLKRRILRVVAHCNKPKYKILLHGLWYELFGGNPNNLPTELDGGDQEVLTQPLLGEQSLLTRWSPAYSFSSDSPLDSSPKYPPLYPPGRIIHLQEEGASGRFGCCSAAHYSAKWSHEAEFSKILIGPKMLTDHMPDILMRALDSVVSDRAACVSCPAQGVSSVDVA
* marks the source's active call; other numbers are inactive results; . = not tested or not shown.

SMILES,PKA-R2B activ,V-ATPase pH,OPRM1-OPRD1 inv,Pemphigus Ab inh,HTR5A ag ctr,Arrestin-AP2 inh,OPRM1-OPRD1 ag,HTR5A inv ctr,PKA-R1A act,DAGLB inh
Nc1ccn(CC(=O)NCc2ccc3c(c2)OCO3)c(=O)n1,-5,-1,10,103,2,4,-1.8,-11,2,5
NC(=S)NN=Cc1c[nH]c2nccnc12,1,-2,.,95,.,.,.,.,-4,-4
N#Cc1cccc(C(=O)OCC(=O)N2CCCc3ccccc32)c1,0,9.2*,-6,100,8,13,0.9,-25,4,-2
COc1ccc(CNC(=O)C(C)N(Cc2ccco2)C(=O)c2snc(C(N)=O)c2N)cc1 (configuration not stated),-7,-3,-8,103,-2,3,1.4,-6,-1,1
O=C(CCC(=O)N1CCOc2ccc(Cl)cc21)NCCCN1CCN(Cc2ccccc2)CC1,2,-1,12,107,1,2,-2.2,7,-1,0
COc1ccc(CNC(=O)C2CSCCS2)cc1 (configuration not stated),3,3,8,.,3,16,-1.3,-15,-14,4
COc1cccc(COC(=O)c2nn(-c3ccccc3)nc2N)c1,-6,6,-9,93,0,2,1.3,0,-1,-2
O=c1c(Cl)c(N2CCNCC2)cnn1C12CC3CC(CC(C3)C1)C2,-3,-4,11,107,3,-7,-2.0,-7,1,-2
CCCC(=O)NCC(c1cccs1)S(=O)(=O)c1ccc(Cl)cc1 (configuration not stated),-4,-3,-3,109,-5,-26,0.5,-8,-11,5
COc1ccc(Nc2c3c(nc4c(-c5ccccc5)c(C)nn24)CCC3)cc1,-3,-1,8,101,3,4,-1.7,-3,-15,-1
CCC1=Nc2cc(C(=O)NCCCOC)ccc2Sc2ccccc21,-10,2,-13,108,2,0,2.4,-3,-7,0
Cc1ccccc1Cc1ccc(Cl)nn1,7,1,15,96,2,-5,-2.6,-4,-4,-2

The final 2 compounds of the section above come first, to join the parts:
SMILES,PKA-R2B activ,V-ATPase pH,OPRM1-OPRD1 inv,Pemphigus Ab inh,HTR5A ag ctr,Arrestin-AP2 inh,OPRM1-OPRD1 ag,HTR5A inv ctr,PKA-R1A act,DAGLB inh
CCC1=Nc2cc(C(=O)NCCCOC)ccc2Sc2ccccc21,-10,2,-13,108,2,0,2.4,-3,-7,0
Cc1ccccc1Cc1ccc(Cl)nn1,7,1,15,96,2,-5,-2.6,-4,-4,-2
COc1ccc(NC(=O)c2ccco2)cc1NC(=O)c1ccccc1F,-8,0,7,85*,8,-2,-1.3,-23,2,-1
COc1ccc(OC)c(N(CC(=O)Nc2cccnc2)S(C)(=O)=O)c1,1,-3,11,99,2,-4,-2.0,-4,18,0
Cc1nc(SCC(=O)Nc2ccc(Cl)cc2[N+](=O)[O-])nc(C)c1C,-6,0,-12,88,4,23,2.5,-1,-6,-2
Cc1c(C(=O)N(Cc2ccc(N(C)C)cc2)CC2CCCO2)oc2ccccc12 (configuration not stated),-7,3,-12,.,1,3,2.3,-5,0,-2
CCCc1cc(C(=O)Nc2ccc(F)cc2F)no1,-2,-1,-15,102,3,-3,2.7,-38,4,-4
COc1ccc(/C(C)=N/NC(=O)Cc2ccc(Cl)cc2)cc1,6,1,7,87,-2,11,-1.5,8,-14,-1
COc1cc(CC(=O)Nc2ccc(Cl)c(C(F)(F)F)c2)cc(OC)c1OC,-12,1,8,96,4,25,-1.5,9,-8,-3
CC1CCN(C(=O)CSc2nc(=O)n3cc(Cl)ccc3n2)CC1,-1,1,-3,106,2,4,0.5,-5,-3,0
CN(CC(=O)NCc1ccc2c(c1)OCO2)S(=O)(=O)c1ccc(Br)s1,-1,-5,8,.,1,6,-1.9,-3,-4,-3
O=C(CNS(=O)(=O)c1cccc(Br)c1)NCC1CCCCC1,3,-1,-9,102,-4,23,1.1,-2,-3,2
Cn1cnc(S(=O)(=O)N2CCN(c3cccc(Cl)c3)CC2)c1,1,6,7,.,1,35,-1.4,38*,4,5
O=C1NC(=Nc2ccc(Cl)cc2)SC1Cc1cccc(Cl)c1Cl (configuration not stated),-6,3,-14,101,2,6,2.7,-5,5,-1
CC(C)(C)OC(=O)c1c(N)n(CCCN2CCCC2=O)c2nc3ccccc3nc12,-11,2,5,107,2,8,-1.0,10,1,3
O=C1N[C@@H](Cc2ccccc2)C(=O)N2[C@@H]3N(S(=O)(=O)c4ccccc4)c4ccccc4[C@]3(Br)C[C@@H]12,-2,-2,-6,98,0,-5,1.3,6,-9,3
CC(C)(C)OC(=O)NCCCCCc1nnc(SCc2cccc(F)c2)o1,-12,9,-2,.,-2,8,0.3,-4,-4,-4
Cc1cc(=O)c2ccc(C(F)(F)F)cc2[nH]1,-6,0,4,120,3,14,-0.8,-16,-15,3
CC(C)n1cc(/C=N/Nc2ccc(C(=O)O)cc2)c2ccccc21,0,-1,-3,99,0,-8,0.7,2,-1,2
CCCCCC(=O)NC(=S)Nc1ccc(NC(=O)c2ccco2)cc1,-7,2,-21,98,3,24,2.9,-14,8,-1
CCCCNC(=O)NCCN1CCOCC1,4,1,10,105,0,12,-2.0,-12,-2,-1
Cc1cccc(SCC(=O)Nc2ccc3c(c2)OCCO3)c1,0,4,13,96,4,-2,-2.5,-20,-7,-6
O=C(COC(=O)CNS(=O)(=O)/C=C/c1ccccc1)NC1CCS(=O)(=O)C1 (configuration not stated),-12,-2,2,100,4,4,-0.3,2,-10,-3
O=C1CN(C(=O)c2ccc(Br)o2)C(c2ccc(F)cc2)c2cc(Cl)ccc2N1 (configuration not stated),-1,0,-20,96,2,-3,3.3,2,-6,4
COc1ccc(NC(=O)N(C)C[C@H]2Oc3c(NC(=O)NC4CCCCC4)cccc3C(=O)N([C@H](C)CO)C[C@@H]2C)cc1,2,-1,10,99,1,0,-2.2,-5,9,-2
C=C(C)C1CCC(C)=C1COC(=O)Nc1ccccc1 (configuration not stated),3,-2,-57,109,-1,21,10.0,-31,-4,-9
CCOc1ccc2nc(SCC(=O)NCc3ccc(S(N)(=O)=O)cc3)sc2c1,-1,0,11,103,5,-11,-2.3,-18,1,-3
Cc1ccc(C(NC(N)=O)c2ccccc2C)cc1 (configuration not stated),1,-2,0,91,6,15,-0.1,16,4,-1
Cn1c(N)c(S(=O)(=O)N2CCN(Cc3ccccc3)CC2)c(=O)n(C)c1=O,-8,4,5,98,5,24,-0.8,-6,-1,-2
Cc1nn(CCC#N)c2nc(-c3ccccc3)cc(C(F)(F)F)c12,-9,-75,-7,114,-2,28,1.2,-16,-10,-2
O=C(Nc1ccccc1)NC1(C(=O)NCc2ccco2)CCCCC1,-3,-2,7,103,0,19,-1.4,-1,1,1
O=C(NNC(=O)C1COc2ccccc2O1)c1ccccc1 (configuration not stated),-2,0,4,99,4,1,-0.7,-8,-8,-2
CCOC(=O)CCn1c(CC(=O)OCC)nc2ccccc21,9,5,9,96,-2,0,-1.7,7,-3,-1
Cc1cc2cc(C)c3nnc(SCC(=O)Nc4ccc(S(=O)(=O)N5CCCCC5)cc4)n3c2cc1C,11,-2,1,95,1,35,-0.2,-3,9,-5
CN1CCN(S(=O)(=O)c2ccc(-c3ccc(Cl)cc3)cc2)CC1,8,3,-18,106,5,16,3.5,-13,9,-1
Cc1c(C(=O)N2CCN(C(=O)c3ccco3)CC2)sc2nc(-c3ccc(F)cc3)cn12,8,1,9,103,-2,4,-1.6,-10,5,-3
CC(C)c1cc(=O)oc2c3c4c(cc12)CCCN4CCC3,-7,1,12,111,-1,11,-2.1,2,-4,1
CC(=O)Nc1ccc(/C=C/c2ccc3cccc([N+](=O)[O-])c3n2)cc1,3,1,11,102,-3,-13,-1.9,9,3,2
O=C(NCCN1CCN(c2ccccc2Cl)CC1)Nc1ccccc1,2,1,3,117,0,-1,-0.6,1,4,-1
CC1CCC(C(=O)NC(C(=O)N2CCN(c3ccccn3)CC2)C(C)C)CC1 (configuration not stated),-10,-54,7,97,-3,10,-1.4,2,-5,-9
Cc1c(Br)c([N+](=O)[O-])nn1CC(=O)N(C)Cc1ccccc1,-1,2,9,110,3,3,-1.8,-24,8,0
COc1ccc(NC(=O)COc2coc(CN3CCN(c4ccccc4)CC3)cc2=O)cc1,-1,-7,0,104,-2,29,0.0,-9,9,0
CC(=O)Nc1ccc(NC(=O)c2ccc(CSc3ccccc3)o2)cc1,2,-3,0,.,2,26,0.0,-23,-7,-1
CCOC(=O)C1CCCN(C(=O)c2cc(-c3ccc(C)cc3)on2)C1 (configuration not stated),-1,-1,-7,100,1,21,1.1,13,-20,-7
COc1ccccc1-c1nnc(SCC(=O)N2CC(C)CC(C)C2)o1 (configuration not stated),-1,5,3,97,5,-3,-0.7,2,4,-1
COC(=O)Cn1c2ccc(OC)cc2c2nc(C)sc21,-7,0,18,105,2,1,-3.6,-6,8,2
CCOC(=O)C1=C(N)N2C(=O)C(C)SC2=C(C(=O)OCC)C1c1ccccc1 (configuration not stated),-1,4,-21,113,-7,4,4.5,10,5,-1
COC(=O)[C@H]1C[C@@]2(O)CN(S(=O)(=O)c3ccc(C)cc3)C[C@@]2(OC(=O)NCC2CCCCC2)C[C@H]1C(=O)OC,11,2,.,100,.,.,.,.,10,1
O=C(CN1C(=O)c2cccc3cccc1c23)NC1CCCCC1,10,-3,0,.,13,-5,0.0,-5,-1,1
CC(C)[C@@H](C(=O)NCC1CCC(C(=O)O)CC1)n1nnc2ccccc2c1=O (some centres not stated),-5,-2,5,93,-2,22,-0.8,-19,-15,-3
COCC(=O)Nc1nc(-c2ccccc2)ns1,1,-1,6,101,0,9,-1.1,2,5,2
CCN1C(=O)CC(NCc2ccc(S(N)(=O)=O)cc2)C1=O (configuration not stated),-11,0,8,87,0,13,-1.5,2,1,-1
Cc1cc(C(=O)N/N=C/C=C/c2cccc([N+](=O)[O-])c2)n[nH]1,-7,2,5,103,8,4,-1.0,-5,1,1
CC(C)Cc1nnc(NC(=O)CSc2nc(-c3ccccc3)cc(=O)[nH]2)s1,-8,-1,2,102,2,9,-0.5,-4,-3,4
c1cc2c(cc1Cn1cnnn1)OCO2,-12,0,10,101,2,-4,-1.7,-21,2,-3
Cc1ccc(-c2cc(N)n3nc(-c4ccc(C)cc4)cc3n2)cc1,-6,-3,-11,104,-10,-6,2.2,22,8,-6
Cc1ccc(S(=O)(=O)N2CCN(C(=O)c3n[nH]c4ccccc34)CC2)cc1,8,3,10,100,1,-19,-2.5,4,-1,-1
O=C(O)COc1c(-c2ccccc2)oc2ccccc2c1=O,6,6,-2,107,2,4,0.4,17,-2,1
CN(C)C1=NC(=O)/C(=C\c2ccccc2)S1,-6,-1,3,91,9,-6,-0.5,4,10,1
